Assay outcomes from PubChem.
IMPase inh: IMPase inhibition in cells. P97697. CHO-M1 cells, IP1 accumulation, HTRF TR-FRET ratio. inhibition (IP1 accumulation), % at 46.1 µM. 120,000 tested, under 10 active. AID 901; active = well fitted curve in the direction sought with a large enough effect in the signal ratio, not every such curve was filed as active; inconclusive = small, poorly fitted or top-dose-only effect, or a change in a side signal; inactive = no such curve, though single readings can be large or run the other way; the % refers to the signal ratio;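 also: cells stimulated with carbachol in lithium chloride buffer; plate controls were DMSO basal wells for no effect and reference inhibitor wells for full effect; higher means more IMPase inhibition seen as more IP1 and lower FRET ratio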
Target sequence (P97697 whole entry, looked up): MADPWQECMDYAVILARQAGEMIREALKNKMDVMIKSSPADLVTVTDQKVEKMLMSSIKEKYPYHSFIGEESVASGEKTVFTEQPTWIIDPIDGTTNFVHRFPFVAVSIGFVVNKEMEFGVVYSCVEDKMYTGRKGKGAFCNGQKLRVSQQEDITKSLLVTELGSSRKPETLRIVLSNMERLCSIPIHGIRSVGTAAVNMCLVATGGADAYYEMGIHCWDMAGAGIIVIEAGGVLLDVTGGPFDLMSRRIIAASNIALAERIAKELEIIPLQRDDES
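Measured: the HTRF emission ratio (665/620 nm) plus the 620 nm donor channel, each fitted to the Hill equation to give AC50. Cells were CHO-M1 given compounds up to 46 uM and a 30 min carbachol stimulation at 37C.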
PNC assembly inh: inhibitors of perinucleolar compartment assembly. 140,000 tested, 3.1% active. PC3M PTB-GFP, PNC prevalence imaging, 16 h; active compounds read low. AID 2417. activity change (PNC), negative = inhibition, % at 10 µM;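 active = readout at or below -70, meaning at least 70% loss of cells showing the perinucleolar compartment, a nuclear body marking cancer cells; inconclusive = readout between -30 and a set limit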;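 also: plate controls were DMSO wells for no effect and camptothecin positive control wells for full effect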
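Read-out is percentage of cells bearing a perinucleolar compartment, from automated 20x imaging of fixed, Hoechst-stained PC3M PTB-GFP cells. Cells were seeded 4 h, then exposed 16 h to compound (23 nl of library stock) in duplicate plates.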
ALOX15B inhib: blocks human 15-lipoxygenase 2 activity; O15296; purified 15hLO-2, xylenol orange hydroperoxide absorbance; Potency, µM (titrated, usually from 57.1 µM), for the others: top-dose activity change, negative = inhibition, actives largely listed as inhibitors; 110,000 tested, 0.56% active; AID 881; also: potency is read from the fitted curve at half-maximal effect; nearly all actives have a fitted effect of over 60% in size; many of its hits are not listed in these tables
Target sequence (O15296 whole entry, looked up): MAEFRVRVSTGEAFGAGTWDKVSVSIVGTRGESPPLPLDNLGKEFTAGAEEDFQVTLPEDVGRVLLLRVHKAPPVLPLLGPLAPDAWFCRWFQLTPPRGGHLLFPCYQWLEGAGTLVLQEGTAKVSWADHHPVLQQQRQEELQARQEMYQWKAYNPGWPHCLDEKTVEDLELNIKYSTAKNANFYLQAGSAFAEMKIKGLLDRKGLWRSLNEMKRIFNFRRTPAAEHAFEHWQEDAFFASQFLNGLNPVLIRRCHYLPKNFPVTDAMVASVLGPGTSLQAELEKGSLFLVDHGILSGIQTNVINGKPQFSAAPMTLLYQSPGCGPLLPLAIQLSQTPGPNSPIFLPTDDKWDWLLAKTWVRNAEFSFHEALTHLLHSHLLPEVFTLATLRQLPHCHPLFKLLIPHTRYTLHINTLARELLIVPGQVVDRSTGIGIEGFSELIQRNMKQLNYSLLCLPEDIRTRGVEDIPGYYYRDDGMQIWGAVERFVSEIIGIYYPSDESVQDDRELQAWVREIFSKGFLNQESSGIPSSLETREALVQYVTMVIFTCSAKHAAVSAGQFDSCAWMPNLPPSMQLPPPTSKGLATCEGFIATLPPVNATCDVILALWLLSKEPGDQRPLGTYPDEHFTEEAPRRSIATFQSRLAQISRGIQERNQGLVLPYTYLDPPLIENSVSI
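Purified human 15hLO-2 (50 nM final) preincubated with compounds 15 min at room temperature in 25 mM Hepes pH 7.5, 0.01% Triton X-100, then 45 uM arachidonic acid added for 90 min; hydroperoxide detected via ferrous/xylenol orange, 573/405 nm absorbance ratio.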
ALOX12 inhib: blocks human 12-lipoxygenase activity. AID 1452. 150,000 tested, 0.12% active. Potency, µM (doses to about 57.1 µM), for inactives: top-dose activity change, negative = inhibition, actives largely listed as inhibitors. P18054. purified 12-hLO, xylenol orange hydroperoxide absorbance; also: potency is read from the fitted curve at half-maximal effect; nearly all actives have a fitted effect of over 55% in size; many of its hits are not listed in these tables
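Purified human 12hLO (150 nM final) was preincubated with compounds for 15 min at room temperature in 25 mM Hepes pH 7.0, 0.01% Triton X-100, then reacted with 40 uM arachidonic acid for 30 min. Hydroperoxide was detected with ferrous iron/xylenol orange.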
Starred values were filed as active, the others as inactive; ? = inconclusive; · = not tested or not shown; [ ] = remark or other dose. Unless noted, calls follow the shape of the dose curve; as a rule, active = well fitted curve in the direction sought with a large enough effect; inconclusive = small, poorly fitted or top-dose-only effect, or another doubt; inactive = no such curve, though single readings can be large; an effect the other way counts as inactive or inconclusive. Unless noted, % is scaled to controls: 0 for no effect and ±100 for the full control effect.

Start of the listing, in advance, two compounds:
SMILES	IMPase inh	PNC assembly inh	ALOX15B inhib	ALOX12 inhib
COCCCNC(=O)c1ccc(Cn2c(=O)c3ccccc3n(Cc3ccccc3C#N)c2=O)cc1	-5	14	1%	2%
O=C(Nc1ccccc1N1CCN(C(=O)c2ccc(Cl)cc2)CC1)c1cc2ccccc2o1	1	?	3%	-12%

Results (from the top)
SMILES	IMPase inh	PNC assembly inh	ALOX15B inhib	ALOX12 inhib
COCCCNC(=O)c1ccc(Cn2c(=O)c3ccccc3n(Cc3ccccc3C#N)c2=O)cc1	-5	14	1%	2%
O=C(Nc1ccccc1N1CCN(C(=O)c2ccc(Cl)cc2)CC1)c1cc2ccccc2o1	1	?	3%	-12%
CC(C)c1ccc(C2C3=C(CC(C)(C)CC3=O)NC3=C2C(=O)c2ccccc23)cc1 (centres undefined)	4	129	-24%	2%
Cn1nc(C(F)(F)F)c(/C=N/OC(=O)c2ccccc2)c1Cl	1	26	-8%	3%
Cc1cccc(-c2nsc(SCC(=O)NCc3ccco3)n2)c1	-6	0	-17%	-7%
CN(C)CCNc1oc(-c2cccc(Cl)c2)nc1C#N	4	31	19%	-2%
Cc1ccc2[nH]c(=O)c(C(c3nnnn3C3CCCC3)N(Cc3cccnc3)Cc3ccco3)cc2c1 (centres undefined)	10	28	65%[activator]	-2%
Cc1occc1-c1nnc(SCC(=O)Nc2ccccc2)n1Cc1ccccc1	5	?	-13%	-8%
O=C(NC(=S)NCC1CCCO1)c1ccc([N+](=O)[O-])cc1 (centres undefined)	·	26	·	-6%
O=C(NCCc1ccccc1)c1ccc(OCCOc2ccccc2)cc1	7	70	·	5%
CCOc1ccccc1-n1c(SCC(N)=O)nnc1-c1ccccc1	19	-13	-3%	-5%
COc1cccc(CNC(=O)C2CCCN(S(=O)(=O)c3c(C)n[nH]c3C)C2)c1 (centres undefined)	1	-27	3%	1%
O=C(CNC(=O)/C(=C\c1ccccc1)NC(=O)c1ccc(Br)cc1)OCc1ccccc1	-1	51	1%	1%
CCCCn1cnc2c1c(=O)[nH]c(=O)n2CCCC	-3	33	-1%	6%
Cc1ccccc1N/C=C/C(=C(C#N)C#N)N(C)C	?	30	-3%	-4%
CCc1nnc(NC=C2C(=O)OC(C)(C)OC2=O)s1	5	21	-1%	-6%
C/C(=N/NC(=O)c1cc(Cl)ccc1O)C12CC3CC(CC(C3)C1)C2	-1	26	-14%	0%
Clc1ccc(CSc2nnc(-c3cccnc3)o2)cc1	0	57	-6%	-7%
CC(C)(C)NC(=O)CSc1nnc(-c2ccco2)n1Cc1ccco1	-2	12	0%	-1%
O=C(c1cc2ccccc2oc1=O)N1CCN(CCc2ccccc2)CC1	4	-15	-3%	6%
Cc1ccc(-c2nc3n(n2)Cc2ccccc2-3)cc1	·	-15	·	-4%
Cn1cnc([N+](=O)[O-])c1Sc1nc(N)nc2c1ncn2Cc1ccccc1	·	·	-7%[11.4 µM]	4%[11.4 µM]
CC1(C)CC(NC(=O)c2coc(=O)c(Br)c2)CC(C)(C)N1	-5	-100*	3%	-3%
CCOC(=O)N1CCC(NC(=O)CCC(=O)N2CCOc3ccccc32)CC1	9	?	0%	-16%
Cc1ccc(C)c(N2CCN(C(=O)C3CCCN(S(=O)(=O)c4cnc[nH]4)C3)CC2)c1 (centres undefined)	1	-11	1%	-4%

(cont.)
SMILES	IMPase inh	PNC assembly inh	ALOX15B inhib	ALOX12 inhib
O=C(Cn1nnc2ccccc21)N/N=C/c1ccco1	·	1	·	-2%
COc1ccc(-c2nsc3c(N4CCN(C(=O)c5ccco5)CC4)ncnc23)cc1	1	6	-15%	2%
O=S1(=O)NC(=NCc2ccco2)c2ccccc21	-6[1.84 µM]	?	-2%[11.4 µM]	6%
Cc1c(Cl)cccc1NC(=O)C[C@H]1Sc2ccccc2NC1=O	·	·	-5%[11.4 µM]	-2%[11.4 µM]
COc1cc(/C=C(/C#N)c2ccc(C)cc2)ccc1Oc1ccc([N+](=O)[O-])cn1	8	36	-6%	3%
CCN(CC)C(=O)CSc1nnc(CNc2ccc(F)cc2)o1	-10	7	2%	0%
O=C(Nc1ccc(-c2nc3ccccc3c(=O)o2)cc1)c1ccco1	15	?	·	0%
COc1ccc(S(=O)(=O)Cc2ccc(C(=O)N3CCN(c4ccccc4F)CC3)o2)cc1	14	-26	6%	-2%
CC1=NN(C(=O)c2ccncc2)C(=O)[C@@H]1N=Nc1ccc2ccccc2c1	·	·	-11%[11.4 µM]	3%[11.4 µM]
COc1cc(C2NC(=O)N(C)C3=C2C(=O)CCC3)cc(OC)c1OC (centres undefined)	-11	10	-4%	1%
Nc1nnc(SCC(=O)N2CCN(c3ccccc3)CC2)n1-c1ccccc1	10	?	-5%[2.29 µM]	0%
O=C(Nc1ccccc1F)C1CCN(C(=O)Cc2ccccc2)CC1	1	16	0%	4%
N#Cc1ccc(C23CC4(C2)[C@H](CN(CC2CCCCC2)[C@@H]4c2ccccc2)C3c2ccccc2)cc1 (some centres undefined)	·	·	5%	-5%
CN[C@H]1[C@@H](O[C@@H]2[C@H](O[C@@H]3[C@@H](O)[C@@H](O)[C@@H](N=C(N)N)[C@@H](O)[C@@H]3N=C(N)N)O[C@H](C)[C@@]2(O)C=O)O[C@@H](CO)[C@@H](O)[C@H]1O	-9[20.6 µM]	·	15%[25.6 µM]	1%[25.6 µM]
O=C(O)c1ccncc1.O=C(O)c1ccncc1.[NH2-].[NH2-].[Pt]	·	·	-6%[11.4 µM]	1%[11.4 µM]
Cc1nn2c(c1-c1ccc(Cl)cc1)N=C(c1ccco1)CC2c1ccccc1 (centres undefined)	14	-17	·	?
O=C(NCc1cccnc1)C(=O)NCC(c1ccco1)N1CCN(c2ccc(F)cc2)CC1 (centres undefined)	·	?	·	-1%
CCN(CC(=O)Nc1cccc(OC)c1)C(=O)c1ccc(C)s1	-2	-10	2%	1%
CN1CCN(c2ccc(NC(=O)COc3ccc(Cl)cc3Cl)cc2)CC1	10	0	18%	-6%
O=C(CNC(=O)c1cccc(F)c1)N/N=C/c1cc(Br)ccc1OC(=O)/C=C/c1ccco1	·	-81*	·	5%
Cc1nn(C)c(C)c1/C=C/C(=O)c1ccccc1	4	-11	0%	3%
CCOC(=O)C(C)(C)N(Cc1ccc(C)cc1)S(=O)(=O)c1ccc(Cl)c([N+](=O)[O-])c1	6	6	·	-5%
Cc1cccc2cc3c(N)c(C(=O)N4CCc5ccccc54)sc3nc12	·	-11	·	-1%
N#CCCn1cc(/C=N/O)c(-c2ccc(F)cc2)n1	1	9	-2%	3%
CCOC(=O)N1CCN(C(=O)c2ccc(Cl)c(S(=O)(=O)N3CCOCC3)c2)CC1	5	80	2%	2%

An excerpt from above in order of number of heavy atoms, largest number first:
SMILES	IMPase inh	PNC assembly inh	ALOX15B inhib	ALOX12 inhib
COc1ccc(S(=O)(=O)Cc2ccc(C(=O)N3CCN(c4ccccc4F)CC3)o2)cc1	14	-26	6%	-2%
COc1cc(/C=C(/C#N)c2ccc(C)cc2)ccc1Oc1ccc([N+](=O)[O-])cn1	8	36	-6%	3%
O=C(Nc1ccccc1F)C1CCN(C(=O)Cc2ccccc2)CC1	1	16	0%	4%

Following part:
SMILES	IMPase inh	PNC assembly inh	ALOX15B inhib	ALOX12 inhib
COc1ccc(S(=O)(=O)NCc2csc(-c3cccnc3)n2)cc1	3	?	-1%	0%
COCCn1nnnc1C(c1ccc2ncccc2c1)N1CCc2ccccc21 (centres undefined)	-5	25	6%	-5%
COCCn1c(=O)[nH]c2cc(C(=O)NCCN3CCN(c4ccc(OC)cc4)CC3)ccc2c1=O	9	-24	·	-4%
CCCNS(=O)(=O)c1ccc(CCC(=O)N2CCCCC2)cc1	0	?	-2%[2.29 µM]	-10%
COc1ccc(N2C(=O)/C(=C\c3ccco3)N=C2SCC(=O)NC(C)C)cc1Cl	0	?	·	-1%
C(#Cc1ccc(C#CCN2CCCC2)cc1)CN1CCCC1	1	-90*	25%	6%
FC(F)(F)c1nnc2c(Sc3ccccc3)nc3ccc(Cl)cc3n12	-10	?	-8%	2%
O=S(=O)(CCn1cccc1)CCn1cccc1	-1	-100*	·	-3%
Cn1c(CN2CCN(CC#N)CC2)c(C#N)c2ccccc21	-7	2	3%	-1%
CCCC(=O)Nc1ccccc1NC(=O)C1CCCCC1	2	22	-2%	3%
Cc1ccc(S(=O)(=O)/N=C2/NC(=O)/C(=C\c3ccco3)S2)cc1	1	35	-25%	-20%
CCOC(=O)CCc1c(C)c(C#N)c2nc3ccccc3n2c1-n1ccnc1	-6	4	5%	-1%
O=c1cc(CN2CCc3ccccc32)nc2sccn12	-3	?	-19%	1%
O=C(CS(=O)(=O)c1ccc2ccccc2c1)Nc1ccccc1Cl	3	-17	·	-1%
O=C1N2CN(C(c3ccccc3)c3ccccc3)CN=C2SC1(CO)CO	-4	24	3%	-1%
COc1ccc(CCN(Cc2cccs2)S(=O)(=O)c2ccc(-n3cnnn3)cc2)cc1OC	1	3	-6%	0%
Cc1cc(Nc2ccccc2)nc(N)n1	0	-29	·	7%
C[C@@]12CCC(OC(=O)c3ccccc3)CC1CCc1ccccc12 (some centres undefined)	·	·	40%[activator]	-1%
N#CCSc1nnc(CNc2cccc(Cl)c2)o1	3	?	2%	5%
Cc1ccc(Cc2nc(-c3cccnc3)no2)cc1	·	-27	·	-4%
O=C(O)CCS(=O)(=O)c1nc(-c2cccs2)cc(C(F)(F)F)n1	-10	0	-3%	1%
CCN1C(=O)CS/C1=N\c1nccs1	-2	?	0%	2%
CCn1c(SCC(=O)c2ccc(NC(C)=O)c(OC)c2)nnc1-c1ccc(NS(C)(=O)=O)cc1	·	11	·	-1%
CCN(CC)S(=O)(=O)c1ccc(OC)c(NC(=S)Nc2ccc(C)c(C)c2)c1	·	12	·	-20%
O=C(Cc1csc(-c2ccccc2)n1)NCc1ccccc1F	·	18	·	-2%

(list continues)
SMILES	IMPase inh	PNC assembly inh	ALOX15B inhib	ALOX12 inhib
COc1ccc(CC(=O)NN2C(=O)c3ccccc3C2=O)cc1	·	-17	·	2%
O=C(CCNS(=O)(=O)c1cccc2nonc12)NCc1cccs1	19	52	5%	-6%
O=S(=O)(CCc1nc2ccccc2o1)c1ccc2ccccc2c1	1	9	-2%	-9%
COC(=O)c1c(-c2ccc(C)cc2)csc1NC(=O)c1c(-c2ccccc2)noc1C	13	?	·	-3%
O=C(Nc1cccc(S(=O)(=O)N2CCOCC2)c1)[C@@H]1CCCN1S(=O)(=O)c1ccc(Cl)cc1	·	?	·	-1%
Cc1cccc(Cc2c(C)nc3c(C(=O)NCc4ccco4)cnn3c2C)c1	7	-1	2%	?
COc1ccc(OC)c(NC(=O)CC2SC(=Nc3ccc(F)cc3)N(CCC3=CCCCC3)C2=O)c1 (centres undefined)	-3	?	·	-2%
CCOC(=O)NC(NCCc1ccccc1)(C(F)(F)F)C(F)(F)F	0	21	-1%	-2%
Fc1ccc(-c2nnc(-c3ccc(Cl)cc3)o2)cc1	4	24	0%	2%
CC(C)c1ccc(/C(C(=O)O)=C(\O)C(=O)O)cc1	·	·	-3%[11.4 µM]	2%[11.4 µM]
CCn1c(SCC(=O)NCC2CCCO2)nc2cc(S(=O)(=O)N3CCCCC3)ccc21 (centres undefined)	15	14	-10%	-4%
C1=C(CCNCC2CCCCC2)CCCC1	12	-27	20%	3%
CCc1ccc(/C=N/NC(=O)c2ccc(OC3CCCC3)cc2)s1	6	9	1%	-9%
N#Cc1nc(N2CCCC2)nc(N2CCCC2)n1	8	66	·	2%
Cc1cc(C)n(-c2ccc3cccc(NS(C)(=O)=O)c3n2)n1	2	-14	67%[activator]	1%
Cc1ccc(CSc2nc3c(c(SCC(=O)O)n2)CCCC3)cc1	-6	-15	-21%	-3%
Cc1nn(Cc2ccccc2)c(Cl)c1C(=O)OC1CCOC1=O (centres undefined)	14	-16	0%	-6%
C=CCn1c(Br)nc2c1c(=O)[nH]c(=O)n2C	-2	-14	1%	7%
CC(C)(C)C(=O)Nc1sc2c(c1C#N)CCCCC2	-8	32	·	0%

These rows are one share of the data; the hit share may differ from the screen's.
